HIV RNase H inh – inhibitors of HIV-1 reverse transcriptase RNase H; RT-RNase H RNA/DNA duplex cleavage, fluorescence; hit rate 1.9% among 65,000; P04585; inhibition, % at 10 µM; in the data active = inhibition above about 50%
RmlC RmlD mix – mixture blocks RmlC and RmlD coupled enzyme activity. RmlC/RmlD coupled enzyme inhibition, 384-well mixture HTS. inhibition, % at 5.5 µM. hit rate 0.39% among 110,000; in the data active = inhibition above about 30%, passing the limit was not always enough; inconclusive = no clear call, values can overlap the other calls; note: strong numbers were not always called active
* marks the source's active call; other numbers are inactive results; ? = inconclusive; . = not tested or not shown.

Preview, 5 compounds:
Sequence of screens – HIV RNase H inh	RmlC RmlD mix
CCOCCCNC(=O)Cn1cc2c(n1)CCCC2
→ -1.9	-5.1
CCN(CC)c1nc(N)nc(NS(=O)(=O)c2ccc(Cl)cc2)n1
→ -6.1	4.3
O=C(CSCc1c(Cl)cccc1Cl)NCC1CCCO1 (centres undefined)
→ .	11.4
Cc1ccc(Cl)c(Nc2ccccc2C(=O)O)c1Cl
→ -18.8	-4.3
CCN1CCN(Cc2ccc(NC(=O)c3cc(NC(=O)c4cnnc5ccccc45)cc(OC)c3)cc2C(F)(F)F)CC1
→ .	7.0

Results, repeating the preview:
Sequence of screens – HIV RNase H inh	RmlC RmlD mix
CCOCCCNC(=O)Cn1cc2c(n1)CCCC2
→ -1.9	-5.1
CCN(CC)c1nc(N)nc(NS(=O)(=O)c2ccc(Cl)cc2)n1
→ -6.1	4.3
O=C(CSCc1c(Cl)cccc1Cl)NCC1CCCO1 (centres undefined)
→ .	11.4
Cc1ccc(Cl)c(Nc2ccccc2C(=O)O)c1Cl
→ -18.8	-4.3
CCN1CCN(Cc2ccc(NC(=O)c3cc(NC(=O)c4cnnc5ccccc45)cc(OC)c3)cc2C(F)(F)F)CC1
→ .	7.0
NC(=O)c1ccsc1NC(=O)CSc1ccccc1F
→ -19.1	-1.7
Cc1nc(NCC2CCCO2)nc2c1C(=O)CC(C)C2 (centres undefined)
→ -12.7	-12.0
CCC(C)(C)c1ccc(Oc2ccc(NC(=O)COC(=O)C3=COCCO3)cc2)cc1
→ .	36.4
O=C(Nc1ccc(Cl)cc1Cl)C1CCC(=O)N1Cc1ccccc1Cl (centres undefined)
→ .	-11.5
CCOC(=O)c1sc(NC(=O)CSc2nnnn2-c2ccccc2)nc1C
→ -6.6	-1.5
O=C(NCc1cccnc1)c1nnc(Cc2ccc(F)cc2)o1
→ -11.4	.
Nn1cc(-c2ccccc2)nc1SCC(=O)N1CCN(S(=O)(=O)c2ccc(Cl)cc2)CC1
→ 8.4	-0.1
O=c1c(-c2cc3ccccc3o2)[n+]([O-])c2ccccc2n1OCc1ccccn1
→ .	-9.9
CCC(=O)Nc1ccc(S(=O)(=O)NCCc2ccccc2)cc1
→ .	5.4
CC1CCCCN1S(=O)(=O)c1ccc(C(=O)Nc2nnc(-c3cccs3)o2)cc1 (centres undefined)
→ 24.0	1.5
COC(=O)c1cc(Br)ccc1NC(=O)Nc1ccc(C)cc1
→ .	-7.2
Cc1cc(C)n(C(=O)CCC(=O)Nc2ccc(C)c(C)c2)n1
→ .	-6.1
CC(C)NS(=O)(=O)c1cccc2nsnc12
→ -24.1	10.8
CNS(=O)(=O)c1cc(O)c2c(S(=O)(=O)NC)cccc2c1
→ -8.7	6.6
CC1(C)CC(n2c(NCCO)nc3c(c2=O)C2(CCCC2)Cc2ccccc2-3)CCO1 (centres undefined)
→ -0.8	-15.2
Cc1occc1-c1nnc(SCC(=O)N2CCN(c3ccccc3F)CC2)n1C
→ -0.3	.
COc1ccccc1NC(=O)c1[nH]c(C)c(C(C)=O)c1C
→ -27.3	-16.0
CC(=O)c1c(C)[nH]c(C(=O)NCc2ccccc2)c1C
→ .	-33.9
O=C1C(Cl)=C(N2CCCCCC2)C(=O)N1c1ccccc1
→ 56.8*	6.5
CN(C[C@H](Cc1ccccc1)N(C[C@H](CC1CCCCC1)N(CCc1ccccc1)N=O)N=O)N=O
→ .	-8.6
COc1ccccc1/C=C1\SC(=O)N(CCC(=O)NNC(=O)c2ccccc2Cl)C1=O
→ .	15.3
CCCCn1c(NC(=O)c2ccc(Br)o2)c(S(=O)(=O)c2ccccc2)c2nc3ccccc3nc21
→ .	-1.4
COc1cccc(CNc2ncc(Br)cc2Br)c1O
→ -24.6	-9.1
O=C(c1ccc2nc3ccccc3c(=O)n2c1)N1CCN(Cc2ccc3c(c2)OCO3)CC1
→ .	30.6*
COc1ccc(S(=O)(=O)N(C)CC(=O)Nc2ccccc2SC)cc1Cl
→ 0.6	-4.4
Cc1ccc(-c2cc(C(=O)NCc3ccc4c(c3)OCO4)no2)cc1
→ 6.7	-108.5
Fc1ccccc1OCCCCSc1ncccn1
→ .	-3.8
CC(=O)c1ccc(C#CC(C)(C)O)s1
→ -9.9	4.4
COc1ccc2cc(C(c3nnnn3C(C)(C)C)N3CCSCC3)c(=O)[nH]c2c1 (centres undefined)
→ 7.7	5.8
Nc1nc(SCC(=O)Nc2cc(-c3ccccc3)nn2-c2ccccc2)n[nH]1
→ .	?
O=c1cc(N2CCOCC2)c2ccccc2o1
→ .	5.7
C=CCOn1c(=O)c(-c2ccc(OC)c(OC)c2)[n+]([O-])c2ccccc21
→ .	-127.0
O=C(NNC(=O)c1ccccc1-n1cccc1)c1ccc(Cl)cc1Cl
→ .	17.7
CNC(=O)CN(c1ccc(OC)cc1)S(=O)(=O)c1ccc(F)cc1
→ -5.7	-4.2
C=CCn1c(C)cc(C(=O)CSc2nc3ccccc3o2)c1C
→ -46.6	5.5
COc1ccc(Cn2c(=O)oc3ccc(C)cc32)cc1OC
→ -69.9	-18.9
O=C(Nc1cccc(Cl)c1)Nc1nc(-c2ccc(Cl)cc2)cs1
→ .	-7.0
CCOC(=O)CN1C(=O)C(Sc2n[nH]c(-c3ccccc3)n2)CCc2ccccc21 (centres undefined)
→ .	-7.0
Cc1ccc(C)c(NC2=CC(=O)CC(C)(C)C2)c1C#N
→ -2.0	-1.8
Cc1ccc(NC(=O)Cn2c(=O)n(Cc3ccco3)c(=N)c3c4c(sc32)COC(C)(C)C4)cc1
→ -2.9	-3.9
O=C(NCc1ccco1)c1nc2nc(-c3cccs3)cc(C(F)(F)F)n2n1
→ 35.6	7.4
COc1ccc(NC(=O)Nc2ccc(Cc3ccncc3)cc2)cc1OC
→ .	0.4
CN1C(=O)CC(N2CCN(c3ccc(Cl)c(Cl)c3)CC2)C1=O (centres undefined)
→ 3.7	19.6
Cc1cc(N(C)Cc2ccccc2)nc(-c2ccccc2)n1
→ -13.9	28.6
CC12CCC(C(=O)N(c3ccccn3)c3ccccn3)(OC1=O)C2(C)C (centres undefined)
→ 5.7	-8.2
CCn1c(COc2ccccc2C)nnc1SCC(=O)N1CCC(C)CC1
→ -4.5	5.7
Cc1ccccc1Oc1ncnc2sccc12
→ .	9.4
CCc1ccc(-c2nnn(Cc3nc4ccccc4s3)n2)cc1
→ -7.2	16.8
COc1cccc(-c2nc(CS(=O)CC(=O)NC3CCCC3)c(C)o2)c1 (centres undefined)
→ -7.5	3.2
Cc1cccc(C)c1NC(=O)N1CCN(C2CCCCC2)CC1
→ -10.6	-10.3
COC(=O)C1C(=O)C2=C(CC1C)NC(=O)CC2c1cccc(C)c1 (centres undefined)
→ 3.2	-6.2
CCC(CC)C(=O)NCCc1cc2c(C)ccc(C)c2[nH]c1=O
→ -5.4	.
Cc1cc(-c2ccccc2)[nH]c(=O)c1S(=O)(=O)c1ccccc1
→ .	-2.5
O=C(NC1(C(F)(F)F)C(=O)Nc2c1c(=O)[nH]c(=O)n2Cc1ccco1)C1CCCCC1 (centres undefined)
→ 0.9	10.9
CCc1nc2oc3ccccc3c(=O)c2c(=O)n1Cc1ccc(OC)cc1
→ 1.2	-6.0

Additional results follow:
Sequence of screens – HIV RNase H inh	RmlC RmlD mix
COc1ccccc1N1CCN(CCN2C(=O)CC3(CCCC3)CC2=O)CC1
→ .	7.1
CCOC(=O)C[C@H]1c2ccccc2S(=O)(=O)N1Cc1cccc(C(F)(F)F)c1
→ .	-14.4
Cc1onc(-c2ccccc2)c1C(=O)Nc1nnc(-c2ccncc2)s1
→ -4.1	20.3
O=C(Nc1cccnc1)c1ccc(F)cc1
→ .	3.1
CCOC(=O)c1cc(C)n(CCc2cnc[nH]2)c1C
→ 5.3	14.4
Cn1c(=O)c2ncn(CC(=O)NCCOc3ccc(C(C)(C)C)cc3)c2n(C)c1=O
→ 2.0	12.3
COCC(C)NS(=O)(=O)c1ccc(OC)cc1 (centres undefined)
→ -5.1	3.7
Cc1c(-c2nc(N)nc(Nc3ccccc3F)n2)oc2ccccc12
→ -10.6	-15.1
CCCOC(=O)C1C2C=CC3(CN(c4ccc(Cl)c(F)c4)C(=O)C13)O2 (centres undefined)
→ -2.1	-8.7
CCN1CCCC1Cn1cnc2c([nH]c3ccc(C)cc32)c1=O (centres undefined)
→ -3.8	.
Nn1c(SC/C=C/c2ccccc2)nnc1-c1ccco1
→ 9.6	.
COc1ccc(-n2c(-c3ccccc3)cc3c2CCCC3=O)cc1
→ .	4.9
CCOC(=O)N1CCC(NC(=O)c2cnn3cccnc23)CC1
→ -5.8	-4.8
CSc1ccccc1C(=O)NCCCOC(C)C
→ .	-1.6
COc1ccc(N(CC(=O)Nc2ccc3c(c2)OCO3)S(=O)(=O)c2c(C)nn(C)c2C)cc1
→ -4.7	-13.8
O=c1[nH]c2cc3c(cc2cc1C(c1nnnn1Cc1ccccc1)N1CCCc2ccccc21)OCO3 (centres undefined)
→ 43.0	-10.6
Cc1ccc2[nH]c3c(c2c1)CN(C(=O)CN1CCN(c2cccc(C)c2C)CC1)CC3
→ 5.3	-16.0
Cc1nc2ccccc2n1C1CCN(CC(=O)NCc2ccc(F)cc2)CC1
→ .	12.0
O=C/C(=C\Nc1ccc(Cl)cn1)c1nc2ccccc2o1
→ .	-7.5
CC1CCCc2sc3nc(NCc4ccco4)n4ncnc4c3c21 (centres undefined)
→ -46.6	-0.6
O=C(N1CCCCCC1)N1CCN(S(=O)(=O)N2CCOCC2)CC1
→ -8.6	7.4
Cc1cccc(C)c1NC(=O)C1(N(Cc2ccco2)C(=O)CC2NC(=O)NC2=O)CCCCC1 (centres undefined)
→ -0.4	-11.0
COc1ccccc1CNC(=O)C1COc2ccccc2O1 (centres undefined)
→ -101.3	11.5
CCC(=O)N1C(=O)CCN(C(C)=O)c2ccccc21
→ -3.9	-5.2
CC(C)C(NC(=O)c1ccccc1)C(=O)NCc1ccccn1 (centres undefined)
→ -11.3	30.8
CC1(C)CN=C(Nc2ccccc2C(F)(F)F)S1
→ -14.7	9.2
COc1cc(COc2ccc3c(C)c(Cc4ccccc4)c(=O)oc3c2)cc(OC)c1OC
→ .	-9.7
O=S(=O)(O)C1CCNCC1
→ 4.0	.
NS(=O)(=O)c1cccn1-c1ncc(C(F)(F)F)cc1Cl
→ .	0.7
CC(C)C[C@H](NC(=O)c1[nH]cnc1C(=O)Nc1ccc(Cl)cc1)C(=O)OC(C)(C)C
→ .	-10.0
CC(=O)Nc1ccc(C(=O)CS(=O)(=O)c2ccc(C)cc2)cc1
→ -8.3	-8.0
COc1ccc(OC)c(NC(=O)CCN2CC(C)OC(C)C2)c1 (centres undefined)
→ -6.9	8.4
O=C(Nc1cccnc1)c1ccccc1-c1nc(-c2ccccc2F)no1
→ .	7.3
Cn1c(C2CCCN2C(=O)OC(C)(C)C)n[nH]c1=S (centres undefined)
→ -6.2	0.9
Cc1cccc(/C(N)=N/OC(=O)CCCN2C(=O)c3ccccc3C2=O)c1
→ .	6.1
CCOC(=O)C1CCN(c2cc(=O)n(-c3ccccc3Cl)c(=O)[nH]2)CC1
→ -2.5	-11.6
Cc1cc(NC(=O)CSc2nc(-c3cccnc3)ccc2C#N)no1
→ -16.9	4.5
CCOc1ccc(NC(=O)c2cccc3c2C(=O)N(CCOC)C3)cc1
→ .	-0.2
CCn1c(Cc2ccccc2)nnc1SCC(=O)NC(C)(C)C
→ 1.6	-9.5
Cc1ccc(NC(=O)N2CCC(C(=O)Nc3ccc(C)cc3C)CC2)cc1
→ .	-11.6
O=C(NCc1ccc2c(c1)OCO2)c1cnc2n(c1=O)CCS2
→ 1.3	3.0
CC(C(=O)N1CC2(C)CC1CC(C)(C)C2)N1C(=O)c2ccccc2C1=O (centres undefined)
→ -8.3	14.7
Cc1nn(C(=O)c2ccco2)c(C)c1Sc1ccc([N+](=O)[O-])cc1
→ .	-8.6
COc1cc(NC(=O)c2ccc(Br)o2)c(C(=O)O)cc1OC
→ -2.1	4.1
Clc1ccc(-c2ccc(/C=N/Nc3cc(N4CCOCC4)nc(N4CCOCC4)n3)o2)cc1
→ .	-15.1
c1cncc(-c2nnc(SCCSc3nnc(-c4cccnc4)o3)o2)c1
→ -6.8	.
O=C(Cc1cccs1)NCCc1cn2ccccc2n1
→ .	6.2
O=C(O)c1ccc(CSc2nnnn2C2CCCCC2)cc1
→ -8.3	7.5
Cc1cc(C)nc(SCC(=O)NC2=NC(=O)C(C)S2)n1 (centres undefined)
→ 27.7	6.5
Cc1cc[n+](-c2nc([O-])sc2/C=N/Nc2ccc([N+](=O)[O-])cc2)cc1
→ .	8.2
Cc1ccc(NC(=S)NNC(=O)c2ccco2)cc1
→ .	21.3
Cc1nn(Cc2ccccc2)c(C)c1CCC(=O)O
→ -11.6	7.3
COc1ccc(C2/C=C\CN(S(=O)(=O)/C=C/c3ccccc3)CC(=O)N2Cc2ccc(F)cc2)cc1 (centres undefined)
→ .	-14.7
COc1ccc(N(C)S(=O)(=O)c2cccc(C(=O)NCC3CCCO3)c2)cc1 (centres undefined)
→ .	4.9
COc1cc2sc3ccc(C#Cc4ccc(N)cc4)cc3c(=O)c2cc1OC
→ .	-4.3
N#C/C(=C\c1cccc(Oc2ccc(C(F)(F)F)cc2[N+](=O)[O-])c1)c1nc2ccccc2[nH]1
→ .	4.6
CCCCNC(=O)C1CC(=O)N(CCC(C)C)C1 (centres undefined)
→ -20.3	4.6
Cn1c(C(=O)N2CCN(C(=O)c3ccco3)CC2)cc2c(=O)n3ccccc3nc21
→ -0.6	96.4*
CCOC(=O)c1sc(NS(=O)(=O)c2ccccc2)nc1C
→ .	6.5
CCCC(=O)N(c1ccc(OC)cc1)C1C=CS(=O)(=O)C1 (centres undefined)
→ -15.7	-1.3
CCOC(=O)C(C)n1cnc2c(cnn2-c2ccc(Cl)cc2)c1=O (centres undefined)
→ -6.6	-6.1

Not all compounds are listed; count on the stated rates, not on these rows.
